High-throughput results as filed in PubChem BioAssay.
PostGolgi yeast – growth inhibition of a yeast mutant, post-Golgi transport screen; 98,000 compounds, 0.9% hits; inhibition, % at 10 µM; post-Golgi transport phenotypic cell assay; AID 739;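 further: yeast cells grown in 1536-well plates; yeast grown about 18 h at 30C before absorbance read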
FAK blocker – blocks human focal adhesion kinase activity | AID 727 | inhibition, %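 (tested at 7 µM)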 | 97,000 compounds, 0.84% hits | biochemical FAK kinase activity assay; in the data active means inhibition above about 19%;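 further: 0% = DMSO and 100% = reference compound high control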
LYP act – increases human PTPN22 phosphatase activity. 96,000 compounds, 0.11% hits. recombinant LYP, DiFMUP fluorescence; 0 = plate median, 100 = signal doubled. Q9Y2R2. AID 697. activation, % at 2 µM;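 active means activation at 2 µM above a set limit, the mean plus 5 SD, cut at about 37% in these data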
EphB4 antag – blocks human EphB4 binding to ephrin-B2; EphB4 LBD / TNYL-RAW-Alexa532 peptide, fluorescence polarization; inhibition, % at 7 µM; 97,000 compounds, 0.15% hits; AID 720;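 active means inhibition above the screen-wide mean inhibition plus 3 SD, cut at about 15% in these data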;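 further: 0% = DMSO wells and 100% = excess unlabeled TNYL-RAW peptide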
LYP inh 2 – LYP (human) phosphatase inhibition | inhibition, % at 2 µM | Q9Y2R2 | 96,000 compounds, 0.21% hits | recombinant LYP catalytic domain, DiFMUP fluorescence;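 active means inhibition at 2 µM at or above a set limit, the screen mean plus 3 SD, cut at about 24% in these data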;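 further: 0% = DMSO with enzyme and 100% = enzyme fully blocked by orthovanadate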
S1P2 agonist – activates the human S1P2 receptor; AID 729; 97,000 compounds, 0.46% hits; activation, % at 4.5 µM; S1P2-expressing cell line, agonist reporter read-out; in the data active means activation above about 16%;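 further: 0% = vehicle low control and 100% = maximal reference agonist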
Target sequence (O95136 whole entry, looked up): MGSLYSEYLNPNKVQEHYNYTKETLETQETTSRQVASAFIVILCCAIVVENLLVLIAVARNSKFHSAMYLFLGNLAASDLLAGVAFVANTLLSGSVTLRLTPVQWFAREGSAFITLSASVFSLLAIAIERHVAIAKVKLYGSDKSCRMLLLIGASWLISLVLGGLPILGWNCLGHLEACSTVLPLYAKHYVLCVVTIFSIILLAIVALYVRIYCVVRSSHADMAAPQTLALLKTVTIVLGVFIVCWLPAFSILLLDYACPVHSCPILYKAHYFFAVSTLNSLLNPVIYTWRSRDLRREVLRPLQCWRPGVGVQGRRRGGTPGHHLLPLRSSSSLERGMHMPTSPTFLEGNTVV
S1P2 blocker – S1P2 (human) receptor antagonism. O95136. cell-based S1P2 antagonist assay, inhibition at 5 uM. inhibition, % at 5 µM. 97,000 compounds, 0.21% hits. AID 736; in the data active means inhibition above about 45%;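 further: CRE beta-lactamase reporter cells expressing human S1P2 stimulated with S1P; 0% = agonist at EC80 alone and 100% = agonist plus reference antagonist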
PostGolgi ctrl – growth of the yeast control strain, post-Golgi counter-screen; efflux-deficient yeast background strain, growth absorbance A615, 16 h; inhibition, % at 10 µM; 98,000 compounds, 5% hits; AID 738
Rev-RRE block – HIV Rev-RRE protein-RNA interaction inhibition. P05866. Rev peptide-RRE RNA binding, FRET. inhibition, % at 8 µM. 97,000 compounds, 0.79% hits;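 active means inhibition above the screen-wide mean plus 3 SD, cut at about 35% in these data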;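 further: 0% = median DMSO wells and 100% = median Neomycin B control wells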
Target sequence (P05866 whole entry, looked up): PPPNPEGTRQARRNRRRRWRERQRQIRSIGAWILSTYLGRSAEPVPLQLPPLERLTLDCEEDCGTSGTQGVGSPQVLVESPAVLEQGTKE
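System: Cy5-labelled duplex RRE RNA binding fluorescein-labelled HIV Rev peptide; Signal: fluorescein-to-Cy5 FRET, 480 nm excitation; Also added: labelled Rev peptide; Compound: one concentration, 8 µM nominal; Buffer or medium: HEPES pH 7.5 salt buffer with EDTA; Read-out: % inhibition of FRET ratio versus controls; Schedule: 5 min preincubation and 15 min binding, 25 °C.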
* hit, by the source's call; [ ] = remark or other dose. Unless noted, no stated cut-off is given here; in the data, active means inhibition above about 30%; inactive means the rest.

Results for COc1cc(/C=C2\SC(c3ccc(C)cc3)=NC2=O)cc(OC)c1O ?
PostGolgi yeast: -2; FAK blocker: 4; LYP act: 1; EphB4 antag: -2; LYP inh 2: 4; S1P2 agonist: -5; S1P2 blocker: 0; PostGolgi ctrl: 17; Rev-RRE block: 50*[fluorescence artefact?]

What do the screens show for `CCN(CC)c1cc(C(F)(F)F)nc(-c2ccccn2)n1`?
PostGolgi yeast: 20; FAK blocker: -2; LYP act: -4; EphB4 antag: -5; LYP inh 2: 7; S1P2 agonist: -1; S1P2 blocker: -20; PostGolgi ctrl: 6; Rev-RRE block: -1

What do the screens show for `O=C(Nc1nnc(C2CCCC2)s1)C1CCN(S(=O)(=O)c2ccc(Cl)cc2)CC1`?
PostGolgi yeast: -1; FAK blocker: -4; LYP act: -2; EphB4 antag: -5; LYP inh 2: 6; S1P2 agonist: -8; S1P2 blocker: -9; PostGolgi ctrl: 4; Rev-RRE block: 8

How did COc1ccc(NC(=S)NNC(=O)C(C)n2nc(C)c([N+](=O)[O-])c2C)cc1 (stereo not drawn) do in these assays?
PostGolgi yeast: -8; FAK blocker: -2; LYP act: 3; EphB4 antag: 10; LYP inh 2: 0; S1P2 agonist: -7; S1P2 blocker: 13; PostGolgi ctrl: 9; Rev-RRE block: 0

How did COc1cccc(N(C(=O)Cn2nnc(-c3ccc(C)cc3)n2)C(C(=O)NC(C)(C)C)c2c[nH]c3ccccc23)c1 (stereo not drawn) do in these assays?
PostGolgi yeast: 1; FAK blocker: 0; LYP act: -4; EphB4 antag: 5; LYP inh 2: 7; S1P2 agonist: -7; S1P2 blocker: 15; PostGolgi ctrl: 6; Rev-RRE block: 2

Results for CCNS(=O)(=O)c1ccc(Br)c(OC)c1 ?
PostGolgi yeast: -7; FAK blocker: -1; LYP act: -3; EphB4 antag: 6; LYP inh 2: 6; S1P2 agonist: -7; S1P2 blocker: -10; PostGolgi ctrl: 7; Rev-RRE block: 3

How did COc1ccc(CCNC(=O)CN2CCN(S(=O)(=O)c3ccc(Cl)cc3)CC2)cc1OC do in these assays?
PostGolgi yeast: -3; FAK blocker: 0; LYP act: -11; EphB4 antag: -4; LYP inh 2: 13; S1P2 agonist: -5; S1P2 blocker: 5; PostGolgi ctrl: 11; Rev-RRE block: 5

Results for Cc1cc(C(=O)OCC(=O)NC2CCS(=O)(=O)C2)c(C)n1-c1ccccc1 (stereo not drawn) ?
PostGolgi yeast: 5; FAK blocker: 5; LYP act: -7; EphB4 antag: 1; LYP inh 2: 4; S1P2 agonist: -7; S1P2 blocker: 16; PostGolgi ctrl: 10; Rev-RRE block: 3

How did CCOc1ccc(C(=O)N/N=C(\c2ccccc2)c2ccccn2)cc1 do in these assays?
PostGolgi yeast: -2; FAK blocker: -1; LYP act: 17; EphB4 antag: -2; LYP inh 2: -12; S1P2 agonist: -10; S1P2 blocker: 15; PostGolgi ctrl: 2; Rev-RRE block: 7

What do the screens show for `COc1cccc(-c2nnc(NC(=O)c3ccc(S(=O)(=O)N4CCOCC4)cc3)o2)c1`?
PostGolgi yeast: 4; FAK blocker: -6; LYP act: 0; EphB4 antag: -1; LYP inh 2: -2; S1P2 agonist: -6; S1P2 blocker: -7; PostGolgi ctrl: 6; Rev-RRE block: -3

What do the screens show for `CCOC(=O)C1=C(c2ccccc2)Nc2nc(C)nn2C1c1cccc(OC)c1OC` (stereo not drawn)?
PostGolgi yeast: 11; FAK blocker: 6; LYP act: 3; EphB4 antag: 1; LYP inh 2: -5; S1P2 agonist: -5; S1P2 blocker: 14; PostGolgi ctrl: -10; Rev-RRE block: 4

Results for CCOC(=O)N1CCN(S(=O)(=O)c2cc(-c3nn4c(C)nnc4c4ccccc34)ccc2C)CC1 ?
PostGolgi yeast: 2; FAK blocker: -4; LYP act: -7; EphB4 antag: 3; LYP inh 2: 10; S1P2 agonist: 4; S1P2 blocker: -13; PostGolgi ctrl: 6; Rev-RRE block: -3

What do the screens show for `O=C(Nc1ccsc1C(=O)NC1CC1)c1ccccc1`?
PostGolgi yeast: -11; FAK blocker: 13; LYP act: -12; EphB4 antag: 2; LYP inh 2: 18; S1P2 agonist: -4; S1P2 blocker: 4; PostGolgi ctrl: 2; Rev-RRE block: 4

Results for CC(=O)Nc1c(C(=O)N2CCOCC2)cnn1-c1ccc(C)c(C)c1 ?
PostGolgi yeast: -3; FAK blocker: -5; LYP act: 2; EphB4 antag: -7; LYP inh 2: 0; S1P2 agonist: -9; S1P2 blocker: -6; PostGolgi ctrl: -13; Rev-RRE block: 0

How did Cc1nc(N2CCc3ccccc32)[nH]c(=O)c1CCC(C)C do in these assays?
FAK blocker: -1; LYP act: -15; EphB4 antag: 5; LYP inh 2: 10; S1P2 agonist: -6; S1P2 blocker: 12; Rev-RRE block: 6

Results for CCc1c(C)c2ccc(OCC(=O)OC)cc2oc1=O ?
PostGolgi yeast: 0; FAK blocker: -3; LYP act: 2; EphB4 antag: 9; LYP inh 2: -4; S1P2 agonist: -6; S1P2 blocker: 7; PostGolgi ctrl: 28; Rev-RRE block: 2

What do the screens show for `O=C1CCCc2c1cc(C(=O)NCc1ccco1)c(=O)n2-c1ccc(Cl)cc1`?
PostGolgi yeast: 9; FAK blocker: -5; LYP act: 16; EphB4 antag: 3; LYP inh 2: -12; S1P2 agonist: -4; S1P2 blocker: -2; PostGolgi ctrl: 18; Rev-RRE block: 4

Results for NC(=O)c1c(C(F)(F)F)cc(-c2ccccc2)nc1NCCO ?
PostGolgi yeast: -4; FAK blocker: 2; LYP act: 2; EphB4 antag: 3; LYP inh 2: -6; S1P2 agonist: 0; S1P2 blocker: 11; PostGolgi ctrl: -2; Rev-RRE block: -1

Results for Nc1nonc1C(=O)NCCN=Cc1ccccc1O ?
PostGolgi yeast: 9; FAK blocker: 2; LYP act: 3; EphB4 antag: 4; LYP inh 2: 0; S1P2 agonist: -6; S1P2 blocker: 20; PostGolgi ctrl: -8; Rev-RRE block: 9

How did O=C(C1CCC(CNS(=O)(=O)c2cccc3cccnc23)CC1)N1CCc2ccccc21 (stereo not drawn) do in these assays?
PostGolgi yeast: 9; FAK blocker: -1; LYP act: -8; EphB4 antag: -1; LYP inh 2: 8; S1P2 agonist: -7; S1P2 blocker: 11; PostGolgi ctrl: -4; Rev-RRE block: 7

How did CC(=O)N1CCc2cc(S(=O)(=O)CCC(=O)Nc3cccc(F)c3)ccc21 do in these assays?
FAK blocker: 0; LYP act: -7; EphB4 antag: -1; LYP inh 2: 8; S1P2 agonist: -9; S1P2 blocker: -19; Rev-RRE block: 1

What do the screens show for `Cc1ccccc1C(=O)NC1CCS(=O)(=O)C1` (stereo not drawn)?
PostGolgi yeast: 1; FAK blocker: 1; LYP act: 0; EphB4 antag: -3; LYP inh 2: 2; S1P2 agonist: -2; S1P2 blocker: -13; PostGolgi ctrl: 7; Rev-RRE block: 6

What do the screens show for `Cc1ccc(OCC(=O)N(Cc2ccc(N(C)C)cc2)C2CCS(=O)(=O)C2)cc1` (stereo not drawn)?
PostGolgi yeast: -1; FAK blocker: -1; LYP act: -13; EphB4 antag: -5; LYP inh 2: 11; S1P2 agonist: -3; S1P2 blocker: 15; PostGolgi ctrl: -7; Rev-RRE block: -1

How did Cc1cc(=O)oc2cc(NC(=O)c3cc4ccccc4o3)ccc12 do in these assays?
PostGolgi yeast: -3; FAK blocker: 3; LYP act: -8; EphB4 antag: -4; LYP inh 2: 10; S1P2 agonist: -1; S1P2 blocker: -12; PostGolgi ctrl: 8; Rev-RRE block: 4

Results for Cn1c(SCC(=O)NCCc2ccccc2)nnc1-c1ccco1 ?
PostGolgi yeast: 5; FAK blocker: -2; LYP act: 0; EphB4 antag: -8; LYP inh 2: 2; S1P2 agonist: -1; S1P2 blocker: 9; PostGolgi ctrl: 1; Rev-RRE block: 2

How did CN1CCN(CCCn2cnc3c(=O)oc4ccccc4c32)CC1 do in these assays?
PostGolgi yeast: -1; FAK blocker: 1; LYP act: -4; EphB4 antag: 0; LYP inh 2: 4; S1P2 agonist: -5; S1P2 blocker: -7; PostGolgi ctrl: -2; Rev-RRE block: 7

What do the screens show for `CCCCOc1ccc(CSC(CC(=O)O)C(=O)O)cc1` (stereo not drawn)?
PostGolgi yeast: 2; FAK blocker: -1; LYP act: 4; EphB4 antag: -6; LYP inh 2: -7; S1P2 agonist: -7; S1P2 blocker: 6; PostGolgi ctrl: 7; Rev-RRE block: 6

What do the screens show for `O=C(CSc1nnc2scc(-c3ccc(Cl)cc3)n12)NCc1ccc2c(c1)OCO2`?
PostGolgi yeast: 8; FAK blocker: 10; LYP act: -4; EphB4 antag: 6; LYP inh 2: 1; S1P2 agonist: 1; S1P2 blocker: -22; PostGolgi ctrl: -11; Rev-RRE block: 4

What do the screens show for `NC(=S)Nc1ccc(Oc2ccc(NC(N)=S)cc2)cc1`?
PostGolgi yeast: 1; FAK blocker: -7; LYP act: -9; EphB4 antag: 3; LYP inh 2: 12; S1P2 agonist: -5; S1P2 blocker: 6; PostGolgi ctrl: 6; Rev-RRE block: 3

How did O=C(Nc1ccc(/C=C/c2nc3ccccc3o2)cc1)c1ccc(F)cc1 do in these assays?
PostGolgi yeast: 7; FAK blocker: 0; LYP act: 4; EphB4 antag: -7; LYP inh 2: 1; S1P2 agonist: 3; S1P2 blocker: 10; PostGolgi ctrl: -1; Rev-RRE block: 13

What do the screens show for `CC(=O)CCn1c(=O)n(CCC(C)=O)c(=O)n(CCC(C)=O)c1=O`?
FAK blocker: 7; LYP act: -1; EphB4 antag: 5; LYP inh 2: 4; S1P2 agonist: -14; S1P2 blocker: 5; Rev-RRE block: 6

What do the screens show for `Cn1c(=O)[nH]c(=O)c2c1nc(NCc1ccccc1)n2CCCc1ccccc1`?
PostGolgi yeast: 10; FAK blocker: -2; LYP act: 7; EphB4 antag: -1; LYP inh 2: -4; S1P2 agonist: -8; S1P2 blocker: 12; PostGolgi ctrl: 6; Rev-RRE block: 7

Results for CC(=O)c1ccc(S(=O)(=O)N(Cc2cc3cc4c(cc3[nH]c2=O)OCCO4)CC2CCCO2)cc1 (stereo not drawn) ?
PostGolgi yeast: -1; FAK blocker: 3; LYP act: 0; EphB4 antag: -3; LYP inh 2: -3; S1P2 agonist: 1; S1P2 blocker: 10; PostGolgi ctrl: 4; Rev-RRE block: -2

Results for COC(=O)CSc1n[nH]c(-c2cccnc2)n1 ?
PostGolgi yeast: 3; FAK blocker: 0; LYP act: -3; EphB4 antag: 7; LYP inh 2: -1; S1P2 agonist: -3; S1P2 blocker: -5; PostGolgi ctrl: -5; Rev-RRE block: 11

What do the screens show for `Nc1ccccc1NC(=O)c1ccccc1N`?
PostGolgi yeast: 11; FAK blocker: 6; LYP act: 4; EphB4 antag: 5; LYP inh 2: -5; S1P2 agonist: -4; S1P2 blocker: 9; PostGolgi ctrl: 8; Rev-RRE block: 7

How did C=CCSc1nc(-c2ccccc2)c(C#N)c(=O)[nH]1 do in these assays?
PostGolgi yeast: -2; FAK blocker: -8; LYP act: 3; EphB4 antag: 11; LYP inh 2: -5; S1P2 agonist: -4; S1P2 blocker: -6; PostGolgi ctrl: 4; Rev-RRE block: 8

Results for Nc1cc2c(cc1C(=O)c1ccc(Cl)cc1)OCCO2 ?
PostGolgi yeast: 2; FAK blocker: -1; LYP act: 4; EphB4 antag: -2; LYP inh 2: -2; S1P2 agonist: -4; S1P2 blocker: -5; PostGolgi ctrl: 12; Rev-RRE block: 4
